GAA850 FXN act: increases GAA850 frataxin promoter reporter activity; HEK293 lucGAA850 FXN promoter luciferase reporter, 24 h; percent of 10 µM SAHA response; activation, % at 6 µM; actives 0.56% (n = 360,000);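 active means activation above the average of all compounds screened plus 3 SD, cutoff fixed separately per campaign, cut at about 7.5% in these data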;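 further: 0% = DMSO wells and 100% = 10 µM SAHA wells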
ARFGAP1 inh: inhibitors of rat ARFGAP1; Q62848; Arfgap1-stimulated ARF1 GTP hydrolysis, GDP FP detection; inhibition, % at 16.5 µM; actives 0.26% (n = 360,000); AID 651572;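 active means inhibition above a per-plate limit, mean inhibition of low control wells plus 3 SD, cut at about 25% in these data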;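 further: 0% = DMSO wells with enzyme and 100% = wells lacking Arfgap1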
Target sequence (Q62848 1-136 limits assumed): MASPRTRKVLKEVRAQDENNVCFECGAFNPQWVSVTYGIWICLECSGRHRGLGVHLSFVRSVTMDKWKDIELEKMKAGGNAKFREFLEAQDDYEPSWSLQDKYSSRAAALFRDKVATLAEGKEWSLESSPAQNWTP
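System: truncated rat Arfgap1 GAP domain / Benchmarks: high control wells lacking Arfgap1, low control full reaction with DMSO / Times: compound-enzyme preincubation 20 min, reaction 120 min, detection 60 min, 25 °C / Repeats: one replicate per compound / Also added: human ARF1(Δ1-17)-GTP substrate / Measured by: Tracer-displacement fluorescence polarization with EDTA stop, 620/688 nm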
NPR1 activator: GC-A (human) enzyme activation | P16066 | HEK293 GC-A cells, cGMP TR-FRET, EC30 ANP; 0% at EC30 ANP, 100% saturating ANP | activation, % at 10 µM | actives 0.14% (n = 370,000); in the data active means activation above about 40%
ASAP1 inh: blocks human ASAP1-stimulated Arf1 GTP hydrolysis; inhibition, % at 16.5 µM; Q9ULH1; GDP FP detection; actives 0.19% (n = 360,000); AID 624377; in the data active means inhibition above about 25%;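 further: 0% = vehicle with enzyme and substrate and 100% = no enzyme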
rCAG RNA binder: molecules binding r(CAG) RNA repeats; r(CAG) RNA repeat, TO-PRO-1 dye displacement fluorescence; inhibition, % at 3 µM; actives 1.3% (n = 370,000); AID 651821;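 active means inhibition above the plate cutoff, the mean of all test compounds on that plate plus 3 SD, cut at about 35% in these data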;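 further: 0% = DMSO alone and 100% = 100 µM mitoxantrone as full dye displacement; higher means more dye released from RNA so lower well fluorescence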
ADAM10 inh: inhibits human ADAM10. recombinant ADAM10, EDANS/DABCYL FRET peptide cleavage, 3 h. actives 0.62% (n = 370,000). inhibition, % at 7 µM;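 active means inhibition above a per-campaign cutoff equal to the mean of compounds falling between control-based bounds plus 3 SD, cut at about 20% in these data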;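 further: 0% = DMSO wells while the 100% control is not disclosed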
KLK7 zymogen act: activators of human kallikrein-7 zymogen; P49862; purified proKLK7, EDANS-DABCYL substrate fluorescence; 100% is mature enzyme control, 0% vehicle; activation, % at 7 µM; actives 0.9% (n = 370,000);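 active means activation above the mean of all tested compounds plus 3 SD, computed per campaign excluding outliers beyond control limits, cut at about 13% in these data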
Target sequence (P49862 whole entry, looked up): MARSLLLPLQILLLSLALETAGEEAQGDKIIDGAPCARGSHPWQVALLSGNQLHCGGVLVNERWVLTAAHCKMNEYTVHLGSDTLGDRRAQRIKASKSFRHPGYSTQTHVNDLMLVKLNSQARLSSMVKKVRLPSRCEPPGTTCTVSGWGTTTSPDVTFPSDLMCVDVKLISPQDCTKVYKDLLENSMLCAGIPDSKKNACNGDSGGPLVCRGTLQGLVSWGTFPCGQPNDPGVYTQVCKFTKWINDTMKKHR
GC-B act: GC-B (human) receptor activation; activation, % at 10 µM; actives 0.11% (n = 370,000); HEK293-GC-B cells, CNP EC30, cGMP TR-FRET; 0% at EC30 CNP, 100% saturating CNP;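 active means activation at 10 µM reaching about 35% in either raw or pattern-adjusted values, limit read from the data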
Tn6 DDE FP: DD(E)-Tn6 binding inhibition, primary FP screen; P02675; Fibrin DD(E) TRITC-Tn6 fluorescence polarization displacement; inhibition, % at 8.3 µM; actives 0.21% (n = 370,000);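 active means inhibition above a per-campaign cutoff: mean of compounds within control limits plus 3 SD, cut at about 15% in these data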;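 further: 0% = median of all compound wells on the plate and 100% = blocking peptide control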
sPLA2-III inh: Inhibits HGIII-sPLA2 liposome hydrolysis, primary screen; Q9NZ20; QFRET BODIPY PC-A2 liposome hydrolysis, fluorescence; inhibition, % at 12.2 µM; actives 0.56% (n = 370,000);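 active means inhibition above mean plus 3 SD of compounds lying within the high and low control bounds, cut at about 19% in these data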;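 further: 0% = median of test compound wells and 100% = no enzyme DMSO wells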
Target sequence (Q9NZ20 whole entry, looked up): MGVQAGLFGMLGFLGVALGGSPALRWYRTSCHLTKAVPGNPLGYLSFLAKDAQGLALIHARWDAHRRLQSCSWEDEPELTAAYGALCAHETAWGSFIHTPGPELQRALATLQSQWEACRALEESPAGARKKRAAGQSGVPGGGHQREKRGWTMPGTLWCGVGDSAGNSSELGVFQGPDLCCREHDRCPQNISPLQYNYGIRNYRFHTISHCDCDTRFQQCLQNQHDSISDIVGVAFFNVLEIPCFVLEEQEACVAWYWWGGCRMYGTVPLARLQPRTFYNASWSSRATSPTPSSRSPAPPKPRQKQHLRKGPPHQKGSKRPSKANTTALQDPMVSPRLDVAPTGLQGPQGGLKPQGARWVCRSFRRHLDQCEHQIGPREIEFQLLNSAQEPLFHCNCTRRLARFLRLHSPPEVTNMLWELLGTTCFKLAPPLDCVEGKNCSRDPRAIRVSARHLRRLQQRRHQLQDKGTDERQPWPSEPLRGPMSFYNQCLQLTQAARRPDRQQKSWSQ
* = called active by the depositor; i = inactive; x = no result given.

SMILES	GAA850 FXN act	ARFGAP1 inh	NPR1 activator	ASAP1 inh	rCAG RNA binder	ADAM10 inh	KLK7 zymogen act	GC-B act	Tn6 DDE FP	sPLA2-III inh
Cc1cccc(OCCn2nc(C(=O)O)c3ccccc3c2=O)c1	4.3	-6	3	1	-6	-3	0.4	2	4	-12
COc1ccc(Cl)cc1C(=O)OCC(=O)Nc1sccc1C(N)=O	-2.5	2	5	18	8	-8	0.2	5	-9	16
O=C(O)Cn1nc2c3c(cccc3c1=O)-c1ccccc1-2	2.3	4	2	9	1	-111	4.5	1	1	-5
COC(=O)C[C@@H]1C[C@H]2c3cc(NS(=O)(=O)c4ccccc4)ccc3O[C@H]2[C@@H](CO)O1	-1.4	-1	2	4	5	-7	0.2	5	0	0
CC(=O)NC1(c2ccccc2)CCN(c2cc(C)nc(-c3ccccc3)n2)CC1	3.8	6	2	2	-7	0	0.3	-1	2	-8
C/C(=N\NC(=O)CSc1nc2ccccc2[nH]1)c1ccncc1	1.3	6	1	-6	3	1	0.2	-4	-4	-5
Cn1nccc1C(=O)N1CCc2c([nH]c3ccccc23)C1c1ccc(F)cc1 (stereo not drawn)	0.0	9	-26	-11	-1	-4	0.9	-15	-2	-8
O=C(c1ccc(N2C(=O)C3CC=C(Cl)CC3C2=O)cc1)N1CCCCC1 (stereo not drawn)	2.8	9	0	-19	-1	10	-0.4	-7	-6	-6
CCCC(=O)Nc1ccccc1-c1nnn(CC(=O)Nc2ccc(OCC)cc2)n1	-4.0	15	-15	17	0	8	-0.8	1	-6	4
Brc1cc2c(cc1C1OCCCO1)OCO2	2.4	1	3	-1	0	-10	-0.3	2	-2	8
Cc1cc(C)c(S(=O)(=O)N2CCN(C(=O)c3c(C)noc3C)CC2)c(C)c1	0.0	7	0	0	-1	-12	0.7	-7	-2	6
NC(N)=NNC(=O)c1ccccc1Cl	1.9	2	2	-5	-2	12	-0.1	-2	1	-3
Cc1noc(C)c1COc1ccc(C(=O)NCc2ccccn2)cc1	0.8	-3	0	-2	-2	-3	-0.7	-1	7	2
Cc1c(C(=O)O)sc2nc3n(c(=O)c12)CCC(C)CC3 (stereo not drawn)	2.8	-4	1	6	1	4	-0.8	4	-3	2
C[C@H]1[C@@H](OC(=O)NCc2ccc(Cl)c(Cl)c2)CC[C@@]23CCCN2C(=O)CCC[C@@H]13	x	x	-9	x	x	2	x	-10	-1	-12
CCCNC(=O)CN(c1ccc(F)cc1)S(=O)(=O)c1ccc2c(c1)OCCO2	1.6	9	2	10	-4	1	-0.6	1	1	2
CCN(CC(=O)Nc1ccccc1OC)C(=O)CSCC(=O)Nc1cccc(C)c1	2.0	5	-4	10	-14	-15	-0.5	0	1	-3
CC(Sc1nccn1C)C(=O)c1c(N)n(C)c(=O)n(C)c1=O (stereo not drawn)	1.7	16	0	9	-4	-2	-0.1	1	-7	-2
Cc1ccc(C(=O)C(OC(=O)c2cnccn2)c2ccccc2)cc1C (stereo not drawn)	0.9	-1	-6	-4	-2	-6	0.2	-9	1	-5
COc1ccc(N=C(N)SCc2ccccn2)cc1	-0.2	-2	-6	13	0	-3	0.3	5	-3	3
O=C(Nc1c[nH]c(=O)[nH]c1=O)c1cc([N+](=O)[O-])cc([N+](=O)[O-])c1	1.1	3	2	20	0	-1	-1.0	0	4	3
CCC/C=C1/CCCOC(C(=O)NCc2ccc(S(C)(=O)=O)cc2)(C(F)(F)F)C1 (stereo not drawn)	-0.3	-7	2	5	-4	2	0.2	0	6	1
COC(=O)[C@H](Cc1ccccc1)NC(=O)N1CCN(c2ccc(F)cc2)CC1	-1.0	-4	6	-4	-6	-5	0.0	1	-2	7
CC(C)NC(=O)Nc1cccs1	2.9	1	-2	-14	2	-13	-0.6	-4	7	4
COC(C/C=C\[C@@H](O)COCc1ccccc1)OC	1.4	6	1	7	-4	5	0.0	4	2	1
Cc1c(-c2nc(-c3ccc(C(F)(F)F)cc3)no2)n(C)oc1=O	2.7	6	4	-5	-3	-34	0.1	-1	-4	1
O=C(CNS(=O)(=O)c1ccc(Br)cc1)NC1CCCC1	1.0	4	0	2	-5	4	-0.1	1	-8	1
O=C(Nc1ccc(C(=O)O)cc1)/C(=C\c1ccco1)NC(=O)c1ccc(Br)o1	0.6	13	3	-5	6	-9	3.0	-1	-1	-11
COc1cc(/C=C/C(=O)OCC(=O)NCC2CCCO2)ccc1OCC#N (stereo not drawn)	-1.7	7	4	12	1	-111	1.5	1	6	1
Cn1c(N)c(Sc2ccc([N+](=O)[O-])cc2)c(=O)n(C)c1=O	-0.1	3	5	9	-2	0	0.1	2	11	2
CCOC(=O)N1CCN(C(=O)c2ccccc2NC(=O)c2ccc(OC)cc2)CC1	0.9	-9	0	2	-5	0	-0.2	1	-7	1
CCN(CC)CCNC(=O)c1ccc(N)cc1	0.5	-7	3	2	2	-5	0.0	-1	5	1
O=C(Nc1ccc2c(c1)OCO2)C1CCCN1C(=O)Nc1ccccc1 (stereo not drawn)	0.8	9	3	3	0	-4	0.3	-2	-1	2
CCCCC(=O)C1=C(N2CCCC2)CC(C)(C)CC1=O	0.7	8	-1	2	-1	-16	-0.4	4	-6	6
Cc1[nH]c(=S)[nH]c(=O)c1Cc1c(O)ccc2ccccc12	-0.4	-7	-3	5	21	-61	-0.1	1	4	-14
CC1C(c2ccccc2)C(C#N)(C#N)C2(C#N)C(=O)NC1(N)C2C (stereo not drawn)	0.9	6	2	13	0	-7	0.1	4	-8	1
CC(C)COC(=O)NCCOC(=O)Nc1cccc(Cl)c1	-0.2	2	-6	8	-7	5	0.6	-2	5	-5
CN(C)/C=C/C(=O)c1cccc(Cl)c1	0.7	5	-1	-19	9	2	0.5	5	-9	2
COc1ccc(/C=C2/SC(=S)N(CCCC(=O)Nc3ccccc3C(=O)O)C2=O)cc1	-12	17	-2	8	20	0	-0.1	-2	6	-8
O=C(c1cc(-c2ccc3c(c2)OCO3)on1)N1CCCCC1	-1.6	9	3	10	-2	-2	-0.4	3	-4	2
Cn1c(NC(=O)C[n+]2cc(-c3ccccc3)n3c2CCC3)cc(=O)n(C)c1=O	1.5	11	2	1	0	-4	0.1	3	-6	7
CNS(=O)(=O)c1ccc2c(c1)oc(=O)c1cc(S(=O)(=O)NC)ccc12	1.7	-11	9	5	6	-6	0.8	3	5	-10
CCCn1nc2cc(C(=O)NCC34CC5CC(CC(C5)C3)C4)ccc2c1OCC	0.4	2	1	1	-1	i	-15	4	1	6
CN(C)C(CNC(=O)c1cc(-c2ccco2)nc2ccccc12)c1ccccc1 (stereo not drawn)	-1.1	1	-11	-2	29	i	31*	-4	-1	-6
c1ccc(-c2noc(CN3CCc4sccc4C3)n2)cc1	2.1	-7	-2	-3	-3	-2	0.0	-4	2	-2
COc1ccc2cc(Br)ccc2c1CC(=O)NCC1CCCO1 (stereo not drawn)	-0.6	0	-2	8	-3	-11	-0.1	-7	5	0
O=C(Cn1nc(C(=O)O)c2ccccc2c1=O)NCc1ccco1	1.6	-10	-6	-10	2	-4	0.0	-2	-3	-1
CN(C(=O)c1ccccc1)C1c2c(ccc3ccccc23)OCC1CO (stereo not drawn)	0.9	-7	-3	6	-5	3	0.4	4	-7	-6
Cc1ccc(NC(=S)C2=C(O)c3ccccc3N(C)S2(=O)=O)cc1	-4.2	-5	3	-11	59*	-5	-0.4	5	4	-20
CN(c1ccccc1)S(=O)(=O)c1cccc(C(=O)NNC(=O)c2ccccc2)c1	0.8	5	5	8	-2	-2	-0.7	1	-3	-13

Next section:
SMILES	GAA850 FXN act	ARFGAP1 inh	NPR1 activator	ASAP1 inh	rCAG RNA binder	ADAM10 inh	KLK7 zymogen act	GC-B act	Tn6 DDE FP	sPLA2-III inh
O=C(Nc1ccccc1C(=O)NCC1CC1)c1cccs1	x	13	-2	13	0	-3	-0.3	-6	-5	4
CC(C)c1cc(Cn2c3ccccc3c(=O)n2C(C)Cn2cc(CCc3ccccc3)nn2)on1 (stereo not drawn)	x	3	-7	8	-2	-316	2.0	-7	-1	-6
COc1ccc(OCC(=O)Nc2nnc(S(=O)(=O)N3CCCCCC3)s2)cc1	-1.1	-10	4	-3	40*	-7	0.7	3	4	-8
CC(C)CC(=O)Nc1nnc(-c2ccco2)s1	2.6	-7	2	-2	1	-9	0.4	-3	-7	-3
O=C(O)c1ccc2c3c(cccc13)C(=O)N(c1cccc3ccccc13)C2=O	1.3	-11	3	-9	4	-3	-0.1	4	4	-4
O=C1[C@H]2[C@@H](c3ccc(C(F)(F)F)cc3)N[C@]3(CCCN(Cc4ccc(Cl)cc4)C3=O)[C@H]2C(=O)N1Cc1ccccc1	-7.5	13	-4	20	5	18	0.9	4	-10	-4
CC(Oc1ccc(S(=O)(=O)N2CCCC2)cc1[N+](=O)[O-])C(=O)NC1(C#N)CCCCC1 (stereo not drawn)	-2.0	-10	-1	-4	-4	-15	0.5	8	-7	-1
CCn1c(SCC(=O)NCCc2ccccc2)nnc1C(C)C	-1.4	-7	2	-6	-6	-4	-0.3	4	-2	8
NC(=O)c1ccc(SCC(=O)NC2CCCCC2)c([N+](=O)[O-])c1	3.2	4	-1	2	2	-7	-0.4	-3	4	5
CCS(=O)(=O)c1ncc(CO)n1CCc1ccccc1	1.1	-5	-3	6	-2	4	0.4	2	-4	-2
CCOc1cc2[nH]c(=S)n(CCN3CCCCC3C)c(=O)c2cc1OCC (stereo not drawn)	1.0	2	11	-13	0	-4	0.7	-5	-1	7
CCC(=O)N1CCc2cc(S(=O)(=O)NC(Cc3ccccc3)C(=O)NC3CCCCC3C)ccc21 (stereo not drawn)	-0.2	0	3	-11	-3	-3	0.3	0	-5	3
O=C(CN1CCCCCC1)N/N=C/c1ccc2ccccc2c1	-0.7	6	-4	15	-2	-9	-1.3	-4	-1	-4
Nc1nc(=O)n(C2CCCO2)cc1Br (stereo not drawn)	-1.2	-1	0	6	2	-8	-0.5	3	8	-4
O=C(Nc1ccc(F)cc1F)c1cc(Cl)sc1Cl	2.7	-19	7	-6	0	-2	0.1	-3	6	-1
CCOc1cc(C2C3=C(CCCC3=O)N(C)C3=C2C(=O)CCC3)cc(Cl)c1O	-3.2	-1	-2	13	4	-17	0.1	-1	-8	3

Compound profiles, as listed above. Screens in order: GAA850 FXN act	ARFGAP1 inh	NPR1 activator	ASAP1 inh	rCAG RNA binder	ADAM10 inh	KLK7 zymogen act	GC-B act	Tn6 DDE FP	sPLA2-III inh
Nc1nc(=O)n(C2CCCO2)cc1Br (stereo not drawn) as listed: -1.2	-1	0	6	2	-8	-0.5	3	8	-4
O=C(Nc1ccc(F)cc1F)c1cc(Cl)sc1Cl as listed: 2.7	-19	7	-6	0	-2	0.1	-3	6	-1
CCOc1cc2[nH]c(=S)n(CCN3CCCCC3C)c(=O)c2cc1OCC (stereo not drawn) as listed: 1.0	2	11	-13	0	-4	0.7	-5	-1	7
CCC(=O)N1CCc2cc(S(=O)(=O)NC(Cc3ccccc3)C(=O)NC3CCCCC3C)ccc21 (stereo not drawn) as listed: -0.2	0	3	-11	-3	-3	0.3	0	-5	3

An excerpt from above in order of their number in ARFGAP1 inh, lowest first.
structure	ARFGAP1 inh
CN(C)C(CNC(=O)c1cc(-c2ccco2)nc2ccccc12)c1ccccc1 (stereo not drawn)	1
COc1ccc(Cl)cc1C(=O)OCC(=O)Nc1sccc1C(N)=O	2
COC(C/C=C\[C@@H](O)COCc1ccccc1)OC	6
